# Screening results: PubChem, several laboratories
# TNAP activators = human TNAP enzyme activators, primary screen, biochemical, luminescent, no phosphate acceptor, uHTS (AID 1001); one-dose activation fold at 20 µM; EC50 in µM for titrated hits; purified TNAP, luminescent activation assay, no phosphate acceptor; higher activation fold means a stronger effect; 200,000 tested, 0.03% active; in the data active means activation fold from about 3, or a potency from the dose series; inactive means the rest, 99 in 100 with activation fold below about 1.6; further: many of its hits are not listed in these tables
# K1F lysis inhibition = inhibition of K1F phage lysis, E. coli UTI89, bacterial capsule biogenesis inhibitors, alamar blue (AID 488966) | E. coli UTI89 K1F phage lysis, alamar blue, 2 h; higher % means a stronger effect | inhibition, % at 100 µM, or IC50 in µM where a hit was titrated | 340,000 tested, 0.02% active;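 active means phage lysis inhibition, versus mean bacterial control, above a set limit; inconclusive means no clear call, values can overlap the other calls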;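 further: capsule biogenesis inhibitors block K1F phage lysis so surviving cells raise fluorescence; higher fluorescence means more inhibition of phage lysis; actives were called in the ten point dose series up to 300 µM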
# PMI inhibitors = inhibitors of human PMI, primary screen, biochemical, fluorescence intensity, coupled assay (AID 1209); purified PMI enzyme, coupled fluorescence intensity; higher % means a stronger effect; inhibition, % at 20 µM, or IC50 in µM where a hit was titrated; 190,000 tested, 0.42% active;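 further: plate controls were DMSO vehicle for no effect and wells lacking substrate for full effect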
# PMI inhibition = human PMI inhibitors, high substrate, primary screen, biochemical, fluorescence intensity, high mannose 6-phosphate (AID 1220); recombinant PMI enzyme, coupled fluorescence intensity; higher % means a stronger effect; one-dose inhibition, % at 20 µM; IC50 in µM for titrated hits; Mannose-6-phosphate isomerase (Homo sapiens); 190,000 tested, 0.66% active
# CSM14.1 death rescue = rescue of cells from ER stress-induced death, primary screen, 384-well, CSM14.1, thapsigargin, ATP luminescence (AID 1222); CSM14.1 thapsigargin-induced death rescue, ATP luminescence; higher % means a stronger effect; cellular ATP content (survival), % at 20 µM; hits with a dose series show EC50 in µM; 190,000 tested, under 10 active;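 active means EC50 below 50 µM in the dose-response confirmation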;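 further: death triggered by thapsigargin at about 15 µM added after 2 h compound pretreatment; cell ATP read after overnight thapsigargin exposure of roughly 18 to 22 hours; normalized against plate controls of thapsigargin alone and 5% DMSO vehicle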
# Hep lipid drop = inhibitors of hepatocyte lipid droplet formation, primary screen, imaging, high-throughput imaging, BODIPY stain; AML12 mouse hepatocytes, oleate lipid droplets; inhibition, % at 6.5 µM; 240,000 tested, 0.4% active; AID 1656, 2009;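 active means lipid droplet intensity inhibited by at least 50%, with more than 500 cells counted; inconclusive means wells with under 300 cells, treated as cytotoxic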
#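 System: AML12 hepatocytes (mouse). Probe or stimulus: oleic acid at 100 µM to induce lipid droplet formation. Times: overnight treatment with compound plus oleate. Detection: Image-based BODIPY and DAPI two-channel analysis. Evaluation: percent inhibition of filter-corrected integrated lipid droplet intensity per well.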
# P. falciparum M1AAP = P. falciparum M1AAP inhibitors, biochemical, fluorogenic H-Leu-NHMec substrate, 1536-well (AID 1445). Aminopeptidase N (Plasmodium falciparum (isolate 3D7)). recombinant M1AAP, H-Leu-NHMec fluorogenic kinetic assay; higher % means a stronger effect. one-dose inhibition, % at 30 µM; IC50 in µM for titrated hits. 220,000 tested, 0.42% active;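 active means primary inhibition above the hit cutoff, then over 50% inhibition at one or more dose response concentrations, cut at about 23% in these data, passing the limit was not always enough; inconclusive means conflicting primary data, or primary hits not chosen for dose response; inactive means low primary inhibition, or under 50% at every dose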;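 further: plate controls were DMSO full reaction for no effect and no enzyme background for full effect; strong numbers were not always called active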
# Myeloid diff MLP = induction of myeloid progenitor differentiation, primary screen, cell-based, flow cytometry, MLPCN library; ER-HoxA9 myeloid progenitors, lysozyme-GFP differentiation; calls only at 10 µM; 360,000 tested, 1% active;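 active means normalized GFP-positive differentiation at or above the plate's own cutoff, the solvent-only control mean plus 3 SD; inconclusive means no clear call, values can overlap the other calls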;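 further: cells exposed to compound for four days before flow analysis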
# WT yeast gro inh = growth inhibition of WT strain, primary screen, mitochondrial fusion inhibitor project, WT and mutant strains, chemical genetic; mitochondrial fusion phenotypic screen; inhibition, % at 10 µM; 190,000 tested, 2.1% active; AID 1362, 2008; in the data active means inhibition above about 58%; tested in S. cerevisiae
# WT yeast gro inh mutant strain = further read-out of WT yeast gro inh, marked with its call; inhibition, %; mitochondrial fusion phenotypic screen, mutant strain inhibition
# Hep lipid drop cells 6.5 µM = further read-out of Hep lipid drop, marked with its call; cell count; measured here: cell count, cytotoxicity flag;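 cells counted across two imaged fields per well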
# Myeloid diff MLP GFP+ MAC1+ % = second read-out of Myeloid diff MLP, no call of its own (marks repeat the call); GFP+ MAC1+ double positive, %; measured here: differentiation confirmed by MAC1 staining
# * hit, by the source's call; i = inactive; ? = inconclusive; / = no result given; [ ] = remark or other dose. Unless noted, no stated cut-off is given here; in the data, active means inhibition above about 50%; inactive means the rest.
SMILES,TNAP activators,K1F lysis inhibition,PMI inhibitors,PMI inhibition,CSM14.1 death rescue,Hep lipid drop,Hep lipid drop cells 6.5 µM,P. falciparum M1AAP,Myeloid diff MLP,Myeloid diff MLP GFP+ MAC1+ %,WT yeast gro inh,WT yeast gro inh mutant strain
O=C(CN1CCN(Cc2ccc(F)cc2Cl)C1=O)NCCc1ccc(Cl)cc1,1.1,0.3%,7.5%,6.1%,-1.4%,-5.5,792,5.2%,?,/,0.1,1.7
Cn1c(N2CCCC2)nc2c1c(=O)n(Cc1ccc(F)cc1)c(=O)n2C,1.1,6.1%,-8.7%,-7.8%,-0.9%,/,/,4.7%,i,0.7,3.3,10.7
CC1(C)Cc2nc(N)c(C(=O)NCCO)cc2CO1,1.1,1.2%,19.1%,6.9%,-2.1%,0.4,758,7.2%,i,0.2,5.8,3.6
CC(C)SCc1cc(N2CCCC2)nc(-c2ccccc2)n1,1.1,0.2%,-6.6%,4.2%,0.9%,-25.6,666,-1.1%,i,0.4,58.2*,0.6*
Cc1ccc(C(=O)NC(=S)N2CCN(c3ccc([N+](=O)[O-])cc3)CC2)cc1,1.5,-0.1%[50 µM],17.7%,5.9%,-5.5%,10.8,610,15.7%,i,1.2,-2.3,16.6
COc1ccc(Cn2c(C)ccc2C)cc1,1.1,-0.4%,6.8%,1.9%,2.8%,0.3,760,7.8%,i,0.8,17.2,18.2
Cc1ccc(OCC(=O)Nc2ccc(F)cc2)cc1C,1.1,1.4%,10.7%,8.8%,-1.2%,-16.1,725,2.8%,i,11.9,-9.5,-4.4
COC(=O)c1cc2c(cc1Cl)N1CCCCCC1=NS2(=O)=O,/,0.2%,/,/,/,-24.4,716,1.7%,i,0.5,/,/
CCCCOC(=O)Nc1ccc(N2CCCCC2)cc1,1.1,0.2%,-4.8%,9.2%,-2.6%,/,/,11.7%,i,0.9,-2.2,-9.5
COc1ccc(C(=S)N2CCN(C)CC2)cc1Br,1.2,1.6%,-8.5%,-11.5%,1.6%,/,/,0.0%,i,1.1,-14.1,-10.8
Cc1ccccc1C(=O)Nc1cccc(NC(=O)c2ccc(-c3ccc(Br)cc3)o2)c1,1.1,0.8%,-2.2%,1.0%,-3.4%,3.7,761,8.5%,i,0.6,6.7,6.0
C=CCC1(NC(C)c2ccccc2)CCCCC1 (stereo unspecified),1,10.2%,-7.0%,-7.5%,-3.1%,-1.2,597,-6.4%,i,0.3,8.6,-10.4
COc1ccccc1NC(=O)C1CCCCC1,1,4.0%,12.0%,10.0%,0.0%,1.0,761,-3.5%,i,1.5,-9.2,4.0
CCOC(=O)C1(Cc2cccc(F)c2)CCN(Cc2ccc(COC)o2)CC1,/,-0.1%[50 µM],/,/,/,-2.5,695,7.0%,i,0.5,/,/
O=C(CSc1nc(-c2ccc(F)cc2)nc2ccc(F)cc12)Nc1cccc(C(=O)O)c1,1.1,0.9%,-5.5%,-6.9%,0.1%,-13.1,646,10.1%,/,/,7.4,-18.0
Cc1ccc(NC(=O)c2nc[nH]c2C(=O)NCC(=O)OC(C)(C)C)cc1,/,0.5%,/,/,/,0.9,674,0.7%,i,1.2,/,/
c1ccc2c(c1)oc1c(NCc3ccc4c(c3)OCO4)ncnc12,0.9,1.8%,-1.9%,-0.5%,-2.3%,/,/,3.0%,i,0.5,2.1,9.4
Cc1cc(C)c2sc(N(CCCN(C)C)C(=O)CN3C(=O)c4ccccc4C3=O)nc2c1,1,0.8%,-18.9%,-5.4%,/,-12.2,634,4.0%,i,0.4,38.4,29.9
C/C(=N/NS(=O)(=O)c1ccc(Br)cc1)c1ccc(NC(=O)c2ccc(C)o2)cc1,1.1,0.7%,15.4%,7.8%,-0.1%,/,/,9.6%,i,1.4,3.9,7.7
COc1ccccc1NC(=O)C(=O)N1CCCC1,1,0.2%,-11.6%,26.5%,-0.8%,-9.5,722,20.7%,i,0.6,-9.6,29.8
Cc1cc(C)n(-c2ccc(-n3ccnc3)nn2)n1,1.1,-0.1%,0.5%,6.0%,0.2%,/,/,6.8%,i,5.7,4.4,-13.2
O=C(CCSc1nc(-c2ccc3c(c2)OCO3)cc(C(F)(F)F)n1)NCc1ccccc1,1,1.6%,1.1%,-1.2%,-1.7%,19.3,760,0.5%,i,1.2,24.0,11.0
CCOc1ccc(OCC)c(NC(=O)CC2Oc3ccc(C)cc3NC2=O)c1 (stereo unspecified),1.1,1.8%,1.6%,14.0%,0.2%,/,/,17.5%,i,2.2,-9.5,-23.6
c1coc(C2Nc3ccccc3-c3nc4ccccc4n32)c1 (stereo unspecified),1,-2.2%,15.4%,12.6%,0.3%,-0.7,735,-0.1%,i,6.0,22.1,22.6
Cc1ccc(S(=O)(=O)/N=C(\N)Nc2nc(C)c3cc(C)ccc3n2)cc1,1.1,5.9%,-0.8%,3.6%,-1.4%,/,/,5.0%,i,0.9,43.4,23.3
COc1ccc2oc(=O)c(-c3cn4ccc(C)cc4n3)cc2c1,1.1,3.9%,-5.5%,49.9%,-0.4%,-3.3,681,7.9%,i,1.1,-1.7,-11.6
O=C(Nc1ccc(S(=O)(=O)Nc2ncccn2)cc1)c1cncc(Br)c1,1.1,1.4%,2.1%,-9.8%,-2.8%,-6.7,664,6.0%,i,0.5,-16.8,-3.5
COc1ccc(C(=O)CSc2nc(C)cc(C)n2)cc1[N+](=O)[O-],1.1,-0.3%,6.4%,12.4%,-0.8%,0.8,713,4.0%,i,0.0,-12.7,-3.9
CC1(C)CC=C(NNC(=O)c2cccnc2)C(=O)C1,1.1,5.9%,-5.1%,7.2%,-0.2%,-1.5,693,14.6%,i,0.5,-7.3,10.5
Cn1c(=O)n(Cc2ccccc2)c(=O)c2c1nc1n2CCCN1CCc1ccccc1,1,0.4%,1.1%,3.1%,3.5%,/,/,4.3%,i,13.9,-4.8,-31.7
COc1ccc(N2CCN(c3c(S(=O)(=O)c4ccccc4)cnc4ccc(OC)cc34)CC2)cc1,1.1,4.3%,10.9%,13.2%,0.9%,-8.8,694,20.9%,i,0.9,76.0*,30.7*
O=C(CSc1ncnc2sccc12)Nc1ccccc1,1.2,0.2%,-8.7%,-11.9%,0.0%,3.8,582,5.3%,i,0.6,-21.1,4.3
COc1cccc(-c2cc(C(=O)Nc3c(C)nn(Cc4ccccc4C)c3C)no2)c1,0.9,0.7%,13.5%,22.6%,1.8%,/,/,7.1%,i,0.5,-5.4,23.2
COc1ccc(NC(=O)CSc2ccc3c(c2)OCCO3)cc1OC,1,0.4%,5.7%,12.5%,-1.4%,/,/,8.1%,i,0.8,86.3*,8.7*
COc1cc(S(=O)(=O)N2CCOCC2)ccc1NC(=O)COC(=O)COc1ccccc1,1.1,2.7%,14.7%,12.8%,-1.2%,5.7,674,3.1%,i,0.1,-9.0,7.4
Cc1nc(SCC(=O)Nc2cc(C(N)=O)cc(C(N)=O)c2)c2c(C)c(C)sc2n1,/,-0.1%,/,/,/,37.8,693,0.6%,i,0.9,/,/
CCC(C)OC(=O)C1=C(C)NC2=C(C(=O)C(C(=O)OC)C(C)C2)C1c1ccc(N(C)C)cc1 (stereo unspecified),1,0.5%,23.2%,21.7%,-1.6%,-3.9,546,7.5%,i,0.7,-4.7,5.8
COc1cccc(C2SCC(=O)N2c2ccc(C)cc2)c1OC (stereo unspecified),1.2,2.2%[50 µM],7.4%,-6.2%,-2.3%,5.5,671,-1.0%,i,0.2,6.2,-23.9
O=C(NCCC1=CCCCC1)C1CCN(S(=O)(=O)N2CCOCC2)CC1,1,5.1%,-2.0%,1.3%,0.4%,/,/,0.5%,i,1.5,7.7,-13.9
COc1ccc(C(=O)N/N=C/c2ccc(OC(=O)c3ccccc3)cc2)cc1,1.2,5.7%,13.5%,-3.2%,-1.0%,-7.1,662,3.7%,i,1.2,0.0,7.4
CCOC(=O)Cc1csc(NC(=O)c2cc(=O)c3ccccc3o2)n1,1,-1.3%,-7.8%,-6.1%,-0.3%,0.3,649,9.9%,i,0.2,12.1,3.2
Cc1c(C=O)c2ccccc2n1CC(=O)NCc1ccccc1,1.1,-0.1%,-17.8%,-6.5%,0.2%,-1.6,705,7.6%,i,0.5,-11.1,-21.9
Cc1cccc2sc(NC(=O)c3cccc(S(=O)(=O)N4CCc5ccccc54)c3)nc12,1.1,8.1%,16.0%,2.1%,0.8%,11.9,477,0.9%,i,0.5,9.9,11.8
C/C(CC(=O)Nc1ccc2c(c1)OCO2)=N\NC(=O)OC(C)(C)C,1.1,-0.3%,12.9%,25.5%,-0.9%,-8.8,721,3.9%,i,0.4,-14.5,1.5
O=C(Nc1c(Cl)cc(Cl)cc1-c1nc2ccccc2s1)c1ccc(Br)o1,1,5.0%,14.1%,6.1%,-3.0%,-15.5,753,11.5%,i,1.0,-0.9,5.2
Cc1[nH]c(=O)[nH]c(=O)c1S(=O)(=O)N1CCCC(C(=O)NCc2ccc3c(c2)OCO3)C1 (stereo unspecified),1.2,/,-5.6%,-6.0%,/,16.8,692,1.0%,i,0.3,3.6,1.1
CC(C)(C)OC(=O)NNC(=S)NCc1ccc(Cl)cc1,1.2,1.1%,5.7%,3.2%,-1.9%,/,/,0.9%,i,0.5,13.2,-3.0
Cc1cc(C(=O)NCc2ccco2)cs1,1,0.7%,15.0%,9.8%,-0.3%,11.8,757,-1.2%,i,6.6,9.7,0.7
Cc1ccc2nc(SCC(=O)Nc3c(C)n(C)n(-c4ccccc4)c3=O)[nH]c2c1,1,2.5%,-1.6%,-7.9%,1.6%,1.8,756,-5.0%,i,0.9,19.4,6.3
